# Assay outcomes (PubChem)
# SIAE primary – inhibitors of human sialic acid acetylesterase SIAE. inhibition, % at 9.66 µM. AID 1053197. 370,000 compounds, 0.69% hits. Q9HAT2. SIAE FP-Rh probe binding, fluorescence polarization;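 active = inhibition above a cutoff: mean of compounds within the control limits plus 3 SD of those, cut at about 17% in these data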;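 also: 0% = plate median of compound wells and 100% = probe without SIAE protein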
# Target sequence (Q9HAT2 whole entry, looked up): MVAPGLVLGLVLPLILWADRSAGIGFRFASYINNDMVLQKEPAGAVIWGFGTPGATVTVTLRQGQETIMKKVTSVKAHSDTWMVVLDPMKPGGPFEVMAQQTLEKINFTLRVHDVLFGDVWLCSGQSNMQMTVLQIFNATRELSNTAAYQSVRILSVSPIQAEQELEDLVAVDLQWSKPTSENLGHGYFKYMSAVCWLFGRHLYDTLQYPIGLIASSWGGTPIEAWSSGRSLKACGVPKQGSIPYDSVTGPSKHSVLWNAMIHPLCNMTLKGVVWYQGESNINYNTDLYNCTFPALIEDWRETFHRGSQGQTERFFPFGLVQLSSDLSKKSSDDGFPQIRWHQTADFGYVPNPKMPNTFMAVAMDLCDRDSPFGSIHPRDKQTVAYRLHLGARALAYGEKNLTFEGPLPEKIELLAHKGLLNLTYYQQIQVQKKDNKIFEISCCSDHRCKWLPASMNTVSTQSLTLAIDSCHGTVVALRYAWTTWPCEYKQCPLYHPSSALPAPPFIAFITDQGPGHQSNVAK
# DDE Tn7 FP inh – inhibitors of Tn7 peptide binding to human fibrin DD(E). P02675. inhibition, % at 8.3 µM. 370,000 compounds, 0.13% hits. AID 720508. FP displacement of FITC-Tn7 peptide from fibrin DD(E); 0% = median of compound wells per plate;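 active = inhibition above the mean of compounds falling within the control limits plus 3 SD of them, cut at about 14% in these data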;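 also: 0% = plate median of compound wells and 100% = 10 µM Aha-Tn7 peptide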
#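 assay system = human clot-derived fibrin DD(E) complex | quantity = Fibrin-DD(E) at 2 µM final | timing = 10 min preincubation, 3 h with tracer, room temperature | signal = fluorescence polarization | measure = percent inhibition | benchmarks = high control wells with 10 µM unlabelled Aha-Tn7 peptide (full inhibition) | replicates = singlicate testing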
# ADAM10 inh – inhibits human ADAM10; inhibition, % at 7 µM; recombinant ADAM10, EDANS/DABCYL FRET peptide cleavage, 3 h; O14672; 370,000 compounds, 0.62% hits;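 active = inhibition above a per-campaign cutoff equal to the mean of compounds falling between control-based bounds plus 3 SD, cut at about 20% in these data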;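 also: 0% = DMSO wells while the 100% control is not disclosed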
# Tn6 DDE FP – inhibitors of Tn6 peptide binding to human fibrin DD(E). inhibition, % at 8.3 µM. Fibrin DD(E) TRITC-Tn6 fluorescence polarization displacement. 370,000 compounds, 0.21% hits;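 active = inhibition above a per-campaign cutoff: mean of compounds within control limits plus 3 SD, cut at about 15% in these data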;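 also: 0% = median of all compound wells on the plate and 100% = blocking peptide control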
# ASAP1 GAP inh – ASAP1 ArfGAP inhibition; Q9ULH1; ASAP1-stimulated ARF1 GTP hydrolysis, GDP FP detection; inhibition, % at 16.5 µM; 360,000 compounds, 0.19% hits; AID 624377; in the data active = inhibition above about 25%;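 also: 0% = vehicle with enzyme and substrate and 100% = no enzyme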
# Target sequence (Q9ULH1 325-724 limits assumed): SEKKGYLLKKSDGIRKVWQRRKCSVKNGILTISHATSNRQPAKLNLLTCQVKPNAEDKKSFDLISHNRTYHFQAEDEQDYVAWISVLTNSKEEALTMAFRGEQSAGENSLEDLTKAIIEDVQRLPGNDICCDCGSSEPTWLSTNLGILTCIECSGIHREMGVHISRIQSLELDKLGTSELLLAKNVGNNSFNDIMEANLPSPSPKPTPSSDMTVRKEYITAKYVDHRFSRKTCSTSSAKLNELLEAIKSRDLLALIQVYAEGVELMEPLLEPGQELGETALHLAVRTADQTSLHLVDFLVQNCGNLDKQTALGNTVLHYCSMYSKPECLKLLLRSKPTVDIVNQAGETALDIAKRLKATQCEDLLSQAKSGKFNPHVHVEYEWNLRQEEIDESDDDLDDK
# ADAM17 inh – inhibits human ADAM17 | recombinant ADAM17, EDANS/DABCYL FRET peptide cleavage | inhibition, % at 6.95 µM | 370,000 compounds, 0.83% hits;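 active = inhibition above the mean of compounds lying between control limits plus 3 SD, set per campaign, cut at about 8.5% in these data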;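 also: 0% = DMSO-only wells as the low control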
# TDP2 inh – TDP2 (human) inhibition, absorbance primary screen; O95551; recombinant TDP2, T5PNP hydrolysis, p-nitrophenol absorbance 415 nm; inhibition, % at 12.8 µM; 370,000 compounds, 0.34% hits; AID 720702;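 active = inhibition above the mean of all tested compounds plus 3 SD, set per campaign, cut at about 25% in these data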;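 also: 0% = DMSO with enzyme and 100% = buffer with substrate but no TDP2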
#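 Material: recombinant human TDP2; quantity: TDP2 enzyme at 120 nM final; medium: Tris-HCl pH 7.5 with MgCl2; compound: single concentration, 12.8 µM nominal, with 1% DMSO; incubation: 2 h enzyme incubation at 37 °C; signal: epi absorbance; measure: percent inhibition; benchmarks: high control without enzyme, low control DMSO plus TDP2; repeats: singlicate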
# PLCg1 inh – PLC-gamma1 (human) inhibition, primary screen. purified PLC-gamma1, fluorogenic substrate, fluorescence. inhibition, % at 12.2 µM. 370,000 compounds, 0.84% hits. AID 720700; in the data active = inhibition above about 9.5%
# PLC-beta3 inh – blocks human PLC-beta3 enzyme activity; Q01970; AID 720704; Purified PLC-beta3, fluorogenic substrate, fluorescence; inhibition, % at 12.2 µM; 370,000 compounds, 0.18% hits; in the data active = inhibition above about 11%;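 also: 0% = median of compound wells on plate and 100% = full blocker control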
# ARFGAP1 inh – rat ARFGAP1 inhibition; Arfgap1-stimulated ARF1 GTP hydrolysis, GDP FP detection; inhibition, % at 16.5 µM; 360,000 compounds, 0.26% hits; AID 651572;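 active = inhibition above a per-plate limit, mean inhibition of low control wells plus 3 SD, cut at about 25% in these data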;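 also: 0% = DMSO wells with enzyme and 100% = wells lacking Arfgap1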
# Target sequence (Q62848 1-136 limits assumed): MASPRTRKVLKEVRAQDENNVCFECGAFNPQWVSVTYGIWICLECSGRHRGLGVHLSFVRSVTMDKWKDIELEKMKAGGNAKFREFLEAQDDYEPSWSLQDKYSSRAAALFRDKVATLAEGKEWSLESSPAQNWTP
#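 system = rat Arfgap1 catalytic domain, aa 1-136 | technique = FP, GDP Alexa 633 tracer displaced from anti-GDP antibody, 620/688 nm | compound = one concentration, 16.5 µM, DMSO 1.26% | medium = HEPES-based buffer, pH 7.5 | timing = compound-enzyme preincubation 20 min, reaction 120 min, detection 60 min, 25 °C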
# * = called active by the depositor; nt = no result given.
# Under each structure – ARFGAP1 inh	Tn6 DDE FP	ADAM17 inh	PLCg1 inh	ADAM10 inh	ASAP1 GAP inh	SIAE primary	TDP2 inh	PLC-beta3 inh	DDE Tn7 FP inh
> C/C(=N\NC(=O)C(N)=O)c1cccc([N+](=O)[O-])c1
  -7.8	-0.8	1.8	3.3	11.9	4.8	-3.2	-16.8	3.2	-5.3
> O=C(O)C1CCN(C(=O)c2ccc3c(c2)OCO3)CC1
  5.8	-2.2	-1.8	0.0	1.0	-0.3	2.7	10.2	-3.6	-1.8
> O=C(CN1C(=O)NC2(CCc3ccccc32)C1=O)c1ccccc1 (stereo not given)
  3.2	-5.6	-1.4	4.8	-0.1	19.0	-7.8	-12.5	-5.5	-6.5
> CN(CC(=O)Nc1ccc(F)c(F)c1F)C(=O)C1CSC2(C)CCC(=O)N12 (stereo not given)
  0.5	-5.7	-5.8	-1.3	-3.9	4.3	2.4	5.9	-4.0	-1.7
> CN(CC(=O)Nc1ccccc1C(F)(F)F)C(=O)CCc1nc2ccccc2c(=O)[nH]1
  -1.9	8.4	-3.2	-10.6	-5.2	-1.4	-2.6	2.3	-15.1	5.4
> COc1ccc(N(CC(=O)NCc2cccs2)S(=O)(=O)c2ccc(F)cc2)cc1
  -8.4	-1.1	-3.8	-0.1	-10.4	0.5	-1.1	10.1	-8.6	9.6
> Cc1nn(Cc2ccc(Cl)cc2)c(C)c1NC(=O)c1cc(-c2ccco2)on1
  4.8	-1.6	-5.0	-0.7	-5.3	3.7	-12.9	10.5	-3.2	0.2
> CC(C)C[C@@H]1CC2=C(C(=O)OC(C)(C)O2)[C@H](c2ccc(Cl)cc2)O1
  7.9	-6.2	-1.0	4.8	6.6	-14.1	11.2	3.4	4.0	2.3
> CC(C)(C)c1cc(S(=O)(=O)CCc2ccccn2)cc(C(C)(C)C)c1F
  1.5	-0.2	1.2	-0.5	1.7	-2.0	13.4	-7.8	0.1	3.3
> CC[C@@]1(C(=O)OC)N[C@H](CN(C)C(=O)COC)[C@@H]2C(=O)N(C)C(=O)[C@@H]21
  -3.7	2.8	0.5	-1.3	-1.6	2.6	7.6	-4.0	3.5	-7.6
> CCc1ccccc1Nc1cc(C(=O)NCc2ccccn2)c2ccccc2n1
  0.3	-1.7	9.0*	-29.2	17.8	-2.6	-0.3	-11.5	-39.9	-9.8
> CCOC(=O)c1ccc(N2C(=O)CC(N3CCN(C(=O)c4ccccc4)CC3)C2=O)cc1 (stereo not given)
  1.3	-6.3	-4.0	-0.3	-6.4	-0.8	4.8	2.3	-0.9	-2.9
> Cc1ccnc(NS(=O)(=O)c2ccc(NC(=O)C34CC5CC(C)(CC(C)(C5)C3)C4)cc2)n1
  1.4	-2.7	0.7	6.9	10.1	-6.1	3.5	-2.7	2.2	-1.7
> CN(c1ccc(C(=O)NCCSCc2ccc(Cl)cc2)cc1)S(=O)(=O)c1ccccc1
  -4.1	2.5	17.7*	3.4	27.5*	4.5	-27.8	-5.8	2.4	-7.0
> COC(=O)c1ccc(OCCOCCOc2cccc3ccc(C)nc23)cc1
  -4.3	3.7	-3.6	-47.8	-20.9	-6.8	7.9	3.0	-51.7	-4.9
> Cc1noc(NS(=O)(=O)c2ccc(NC(=O)C(F)(F)F)cc2)c1C
  2.7	-2.4	3.1	1.1	3.0	-8.1	-1.6	0.8	0.6	-0.1
> Cc1ccccc1NC(=O)CSc1nnnn1C
  -1.3	-2.3	-4.3	2.2	-14.0	22.4	2.7	-2.6	1.0	4.1
> CCOC(=O)CC(NS(=O)(=O)c1ccc2[nH]c(=O)sc2c1)c1ccc(C)cc1 (stereo not given)
  3.7	0.8	-1.3	1.2	-3.9	12.2	-4.1	4.8	-0.8	-6.7
> CCOC(=O)c1nnn(CC(=O)Nc2cc(F)ccc2F)c1C(=O)OCC
  9.9	-8.7	-5.7	-0.3	-17.4	8.5	-2.5	-13.0	0.8	-7.1
> CC(C)OCCCNC(=O)c1cc(Sc2ccc(F)cc2)nc2ccccc12
  3.3	-0.5	0.1	-4.4	0.8	-18.0	3.5	-13.6	-9.6	2.0

# Next part; the last two above are carried over.
# Under each structure – ARFGAP1 inh	Tn6 DDE FP	ADAM17 inh	PLCg1 inh	ADAM10 inh	ASAP1 GAP inh	SIAE primary	TDP2 inh	PLC-beta3 inh	DDE Tn7 FP inh
> CCOC(=O)c1nnn(CC(=O)Nc2cc(F)ccc2F)c1C(=O)OCC
  9.9	-8.7	-5.7	-0.3	-17.4	8.5	-2.5	-13.0	0.8	-7.1
> CC(C)OCCCNC(=O)c1cc(Sc2ccc(F)cc2)nc2ccccc12
  3.3	-0.5	0.1	-4.4	0.8	-18.0	3.5	-13.6	-9.6	2.0
> Cc1ccc(C(=O)NC(=S)Nc2cccc(NC(=O)c3ccccc3)c2)cc1[N+](=O)[O-]
  7.6	7.0	2.5	1.1	5.8	17.4	-3.6	2.8	2.4	1.7
> COc1cc(C(=O)NCC(=O)OCCN2C(=O)c3ccccc3C2=O)cc(OC)c1OC
  -7.8	-9.0	-2.3	1.6	-1.6	0.4	-4.4	21.2	0.4	4.3
> O=C(NCc1cccs1)c1ccc(-c2ccc(F)c(F)c2)c2ccoc12
  -9.8	-2.7	5.4	-0.3	12.2	-8.2	-16.9	7.1	0.3	3.8
> O=C(NC1CCC(NC(=O)C(F)(F)C(F)F)CC1)C(F)(F)C(F)F (stereo not given)
  -1.8	-0.5	1.8	3.4	4.7	8.4	0.2	-10.1	1.7	-5.2
> COc1cccc2c1C1COC3C4CC(C(=O)O)C(C(C2)N13)N4C (stereo not given)
  0.5	-2.2	-7.2	-17.2	-19.3	6.7	-5.8	-6.6	-16.5	-12.5
> CC(C)(C)NC(=O)C(c1ccncc1)N(Cc1ccco1)C(=O)c1ccc(-c2ccccc2)[nH]1 (stereo not given)
  -3.5	-1.1	-5.5	-6.4	-4.3	-2.5	8.7	1.5	-15.6	2.3
> CC1CCCCN1C(=O)NC12CC3CC(CC(C3)C1)C2 (stereo not given)
  -7.6	-2.0	-4.0	-1.6	-2.5	-2.6	1.6	13.1	-0.8	3.6
> COc1cccc(OC)c1C(=O)NC(C)c1ccccc1 (stereo not given)
  -4.1	6.5	5.1	8.3	5.8	9.2	-5.0	-13.2	7.1	-4.0
> COc1ccc(C(=O)NC(=S)Nc2ccccc2N2CCOCC2)cc1[N+](=O)[O-]
  -0.9	2.2	0.1	2.7	-3.5	22.2	3.1	-10.4	0.2	-1.5
> O=C(Cn1cc2c(n1)CCCCC2)Nc1ccccc1Cl
  1.9	-4.6	-2.1	0.0	2.2	-2.7	-1.9	-1.8	-4.6	6.5
> COc1ccc(C2N(C(=O)c3ccccc3)CCN2C(=O)c2ccccc2)cc1
  0.9	-7.6	-5.5	1.6	-0.9	-6.6	-5.0	5.2	-1.6	7.2
> O=C(NCc1ccco1)c1ccc(NS(=O)(=O)c2cccc(F)c2)cc1
  4.6	0.0	-3.4	-0.4	-2.9	2.4	-0.7	-4.2	-8.7	-3.5
> CC(=O)Nc1ccc(NCCc2ccco2)cc1
  -3.5	0.9	-5.6	-2.2	-15.1	-2.2	7.6	-0.7	-1.8	-5.3
> Cc1[nH]c2ccccc2c1/C=N/Nc1ccc([N+](=O)[O-])cc1
  15.4	-10.1	10.4*	-12.5	19.7	20.6	3.9	5.0	-15.9	5.1
> Cn1c(=O)c([N+](=O)[O-])c(-n2ccnc2)c2ccccc21
  6.7	4.9	-6.4	-6.5	-10.9	9.1	-1.9	-6.8	-17.7	1.1
> Cn1nc(C(C)(C)C)c([N+](=O)[O-])c1C(=O)NC1CCCCC1
  -3.0	2.5	-4.4	-0.9	-2.2	-2.4	16.3	3.2	-2.6	-5.5
> CCOC(=O)[C@@]12CCCC=C1N(CCc1ccc(Cl)cc1)C(=O)[C@H]2CC(=O)NCc1cccc(C(F)(F)F)c1
  nt	-7.5	6.8	0.5	8.0	nt	-2.8	-8.6	-2.8	5.9
> CC(C)CC#Cc1ccc2c(c1)O[C@H](CN(C)C(=O)Cc1ccncc1)[C@H](C)CN([C@H](C)CO)S2(=O)=O
  2.6	4.4	0.7	-4.8	6.8	8.6	-4.2	-7.1	-4.9	-4.1
> CCCCn1c(N)c(N(CC(C)C)C(=O)CSCc2cccc(C)c2)c(=O)[nH]c1=O
  -6.1	2.3	-7.2	-0.3	-23.3	-7.8	-4.2	-5.8	-6.6	8.1
> O=C(N[C@@H]1CCC(=O)N(CC[C@H](Sc2ccccc2)c2ccccc2)CC1)OCc1ccccc1
  -8.7	-4.3	4.3	0.8	12.5	-0.1	7.5	-1.4	3.0	-5.1

# The list goes on:
# Under each structure – ARFGAP1 inh	Tn6 DDE FP	ADAM17 inh	PLCg1 inh	ADAM10 inh	ASAP1 GAP inh	SIAE primary	TDP2 inh	PLC-beta3 inh	DDE Tn7 FP inh
> CN(C)S(=O)(=O)c1cccc(C(=O)C2=C3SC=C(c4ccccc4)N3CC2)c1
  -2.4	-0.7	-0.6	-31.2	0.9	-2.9	-8.9	1.7	-41.0	4.2
> NC(=O)COC(=O)CSc1ccc2ccccc2c1
  -2.1	7.4	-3.6	0.5	2.4	1.7	2.1	0.3	-7.3	-6.6
> CC(=O)c1c(C)[nH]c(C(=O)CSc2ncnc3sc(-c4ccccc4)cc23)c1C
  5.3	2.0	-7.1	-10.2	-26.9	-6.2	-4.3	1.9	-10.1	-0.1
> Cc1cc(C(=O)O)ccc1-c1ccc(/C=C2\SC(=O)N(CC(=O)Nc3ccc4c(c3)OCO4)C2=O)o1
  -0.4	-1.9	-2.2	-12.5	-13.5	-7.1	-12.4	12.9	-22.2	-1.5
> c1cnn(Cc2cnc(N3CCOCC3)s2)c1
  10.2	5.3	0.2	2.0	6.1	3.8	-4.4	5.1	2.7	1.1
> CCSc1sc(CC)cc1C=O
  -2.4	3.3	-3.0	0.0	-0.1	7.0	-1.5	-6.5	-0.5	8.8
> O=C(NCc1ccc(F)cc1)C1CCCN(S(=O)(=O)c2ccc(-n3cnnn3)cc2)C1 (stereo not given)
  -8.4	-3.7	2.0	0.2	5.6	-6.7	-11.8	11.7	-7.7	-6.7
> COCCN=C1Sc2nc3cc4c(cc3cc2CN1CC1CCCO1)OCO4 (stereo not given)
  12.5	-1.8	0.6	1.5	-2.0	13.4	-4.5	4.4	1.0	-0.8
> COc1ccc2c(c1)C=C(C(=O)OCc1cccnc1)CO2
  4.6	0.3	-3.3	-77.8	-8.0	-8.5	1.1	3.6	-89.3	-2.2
> COc1ccc(CCNC(=O)/C=C/c2ccc(OC)c(S(=O)(=O)N3CCOCC3)c2)cc1
  5.8	-1.0	-3.6	-1.0	1.6	19.9	4.0	13.5	-14.4	-8.2
> COc1ccc(CN(C)C(=O)C2CC(=O)N(c3ccc4c(c3)OCCO4)C2)c(OC)c1 (stereo not given)
  4.5	-1.6	1.1	-0.1	-2.6	-0.3	-1.6	-1.8	-22.1	-6.3
